14-3-3 PPI = 14-3-3 gamma protein interaction modulation; FP, 14-3-3gamma / TMR-pS259-Raf peptide binding; P61981; 0.19% of 160,000 active; AID 422; inhibition, % at 40 µM; in the data active means inhibition above about 30%;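 further: 0% = protein plus tracer without compound and 100% = blank with tracer alone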
Target sequence (P61981 whole entry, looked up): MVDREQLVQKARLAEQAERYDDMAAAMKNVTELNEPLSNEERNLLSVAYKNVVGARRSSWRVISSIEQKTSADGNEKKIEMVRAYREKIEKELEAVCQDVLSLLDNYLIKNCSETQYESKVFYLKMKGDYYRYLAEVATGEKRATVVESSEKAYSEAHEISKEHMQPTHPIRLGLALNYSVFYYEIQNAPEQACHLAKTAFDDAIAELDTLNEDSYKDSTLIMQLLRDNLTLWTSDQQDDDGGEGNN
The depositor's hits bear a star; & = joins results of further samples. The list is partial (hit frequency here may not be typical).

SMILES | 14-3-3 PPI
COc1cc(NS(=O)(=O)c2ccc(Br)cc2)c(OC)cc1NC(=O)c1ccco1 | -28
CC1(C)CC(=O)C2=C(C1)OC1=C(C(=O)CC(C)(C)C1)C2c1cccc(F)c1 | 4
O=C(CSc1nc2sc3c(c2c(=O)[nH]1)CCCC3)NCc1ccco1 | 2
COC(=O)c1ccccc1NC(=O)c1cnc(Nc2ccc(OC)cc2)c2ccccc12 | -16
O=C1CCCC2=C1C(c1ccccc1)C1C(=O)c3ccccc3C1=N2 (stereo not drawn) | -76
O=C(c1ccccc1)N1N=C(c2ccccc2)CC1c1ccc2c(c1)OCO2 (stereo not drawn) | 4
CCOC(=O)c1csc(NC(=O)CSc2nnnn2-c2ccc(OCC)cc2)n1 | -2
COCc1cc(C)nc(SCC(=O)Nc2cccc(C)c2)c1C#N | 3
Cc1sc2ncn(CC(=O)NCCCN3CCC(C)CC3)c(=O)c2c1S(=O)(=O)N1CCOCC1 | 0
CC(C)(C)C(=O)CN1CCN(CC(=O)Nc2ccc(Br)cc2)CC1 | -7
Cc1ncc([N+](=O)[O-])n1CCC(C)C | -1
CCCCCN(C(=O)NC(=O)Nc1ccccc1C)S(C)(=O)=O | 0
O=C(COC(=O)c1ccc[nH]c1=O)NCC1CCCO1 (stereo not drawn) | 1
COC(=O)c1sc2nc(C)c(Cl)c(C)c2c1-n1cccc1 | 3
CCc1c(C)nc2nc(CC(=O)O)[nH]n2c1=O | -5
COc1ccc(NC(C)=O)cc1NC(=O)CN1CCN(S(=O)(=O)c2cccc([N+](=O)[O-])c2)CC1 | -2
O=C(O)CCCN1C(=O)C(=O)/C(=C(/O)c2ccc(F)cc2)C1c1cccnc1 (stereo not drawn) | 1
Cn1cnc2c(=O)[nH]cc([N+](=O)[O-])c21 | 0
COc1ccc(-c2cc(C)nc(SCC(=O)Nc3ccccc3)n2)cc1 | 2
Cc1ccc(S(=O)(=O)NCCC(=O)NCc2ccc3c(c2)OCO3)cc1C | -7
O=C(Nc1ccc(O)c(-c2nc3ccccc3s2)c1)c1ccc(S(=O)(=O)N2CCCCC2)cc1 | -31
Oc1ccccc1C=Nc1ccc(C2Nc3ccccc3C3C=CCC32)cc1 (stereo not drawn) | -286
CC(=O)NC(C)C12CC3CC(CC(CC(=O)O)(C3)C1)C2 (stereo not drawn) | -2
CC(C)=CC(=O)NCCc1ccccc1 | 1
O=C(NC1CC1)c1ccc(CS(=O)(=O)c2ccccc2)o1 | 0

Reformatted: results already given.
> CC(C)(C)C(=O)CN1CCN(CC(=O)Nc2ccc(Br)cc2)CC1
  14-3-3 PPI: -7
> Cc1ncc([N+](=O)[O-])n1CCC(C)C
  14-3-3 PPI: -1
> CCCCCN(C(=O)NC(=O)Nc1ccccc1C)S(C)(=O)=O
  14-3-3 PPI: 0
> O=C(COC(=O)c1ccc[nH]c1=O)NCC1CCCO1 (stereo not drawn)
  14-3-3 PPI: 1

The main list resumes, repeating the 3 entries before the break.
SMILES | 14-3-3 PPI
CC(=O)NC(C)C12CC3CC(CC(CC(=O)O)(C3)C1)C2 (stereo not drawn) | -2
CC(C)=CC(=O)NCCc1ccccc1 | 1
O=C(NC1CC1)c1ccc(CS(=O)(=O)c2ccccc2)o1 | 0
O=C(CCN1C(=O)C2C3C=CC(C3)C2C1=O)Nc1ccc(F)cc1 (stereo not drawn) | 0&-12
Cc1ccc2oc(-c3ccc(C)c(NC(=O)c4ccc(Cl)c([N+](=O)[O-])c4)c3)nc2c1 | -63
O=C(Nc1ccc2oc(-c3ccccc3Br)nc2c1)c1cccc([N+](=O)[O-])c1 | -17
Cc1ccc(NC(=O)CC2SC(N)=NC2=O)cc1Cl (stereo not drawn) | 3
CCCC(=O)NCCCc1nc2ccccc2n1Cc1cc(C)ccc1C | 3
COc1ccccc1Cn1c(=S)[nH]c2cc(C(=O)N3CCCCC3)ccc2c1=O | -1
O=C(CN1CCCC1)Nc1c2c(nc3c1CCC3)CCC2 | 7
COc1ccccc1C(O)c1cnc(C(C)C)n1C (stereo not drawn) | 7
COc1ccc(NS(=O)(=O)c2ccc(N)cc2)nn1 | -6
CCC(OC(=O)C(NC(=O)c1ccccc1)c1ccccc1)C(=O)Nc1cc(C)on1 (stereo not drawn) | -5
ON1C(c2ccccc2C(F)(F)F)N(O)[C@H]2CCCC[C@H]21 (stereo partly drawn) | -6
CN(Cc1ccccc1)C(=O)CC(C)(C)CC1=NS(=O)(=O)c2ccccc2N1 | 1
CCOc1cc(C(=O)Nc2ccon2)cc(OCC)c1OCC | -9
Cc1cccc2c(C(=O)N3CCCCC3)cc(-c3ccc(Br)cc3)nc12 | -32
CCOc1ccccc1-n1c(=S)sc2c(=O)n(-c3ccc(F)cc3)c(SCC(=O)O)nc21 | -1
Cc1cc(C(=O)CSc2nnnn2-c2ccccc2)c(C)n1CC1CCCO1 (stereo not drawn) | 0
COC(=O)C1=C(NC(=O)c2ccccc2C)CCS1 | 14
COc1ccc(-n2nc3cc(C)c(NC(=O)c4ccco4)cc3n2)cc1 | -10
OC1COC(Nc2ccc(Br)cc2)C(O)C1O (stereo not drawn) | -66
Cc1ccc2sc(=NC(=O)c3ccc(S(=O)(=O)N4CCCC4)cc3)n(C)c2c1C | 3
Cn1c(=N)n(CC(=O)C(C)(C)C)c2ccccc21 | -5&-1
CC(C)(C)NC(=O)CSc1nc(-c2cccs2)ccc1C#N | -10
Clc1ccc(NCn2cncn2)nc1 | -17
Cc1oc2ccc(OCc3cccc(Cl)c3)cc2c1C(=O)NCc1ccccc1 | -32
CCc1ccccc1Nc1nc(N)nc(COC(=O)c2cccn2C)n1 | -2
O=C(Nc1ccccc1O)c1ccc(Oc2ccc([N+](=O)[O-])cc2)cc1 | -5
Cc1ccc(S(=O)(=O)N(CCc2ccccc2)CC(=O)Nc2ccccc2C)cc1 | -1
COc1ccc(C2SCC(=O)N2c2c(C)n(C)n(-c3ccccc3)c2=O)cc1 (stereo not drawn) | 4
COC(=O)CCn1nnc(-c2cccs2)n1 | -4
CCCCC1(C)NC(=O)N(CC(=O)Nc2ccc(S(=O)(=O)N3CCOCC3)cc2)C1=O (stereo not drawn) | -8
O=C(Nc1ccccc1)c1cc(S(=O)(=O)NCC23CC4CC(CC(C4)C2)C3)ccc1Cl | -14
COc1cc(NC(=O)c2ccccc2C)c(OC)cc1Cl | -27
Cc1ccc(N(CC(=O)NCc2cccnc2)S(C)(=O)=O)cc1C | -5
CCOC(=O)c1cnn(-c2nc(C)cc(C)n2)c1N | 0&-26
CC(C)OC(=O)C1C(=O)CC(C)(O)C(C(=O)OC(C)C)C1c1cccc([N+](=O)[O-])c1 (stereo not drawn) | 0
CCCCn1c(CN2CCN(c3ccc(F)cc3)CC2)nc2c1c(=O)n(C)c(=O)n2C | -1
Cn1c(=O)cc(SCC(=O)N2CCN(Cc3ccccc3)CC2)c2ccccc21 | -15
O=C(NCC1CCCO1)c1csc2c1CCCCC2 (stereo not drawn) | 2
N#CCSc1nc(NCc2ccc(Cl)cc2)c2ccccc2n1 | -4
Cc1c(C(=O)NC2CCN(Cc3ccccc3)CC2)sc2ncn(C)c(=O)c12 | -40
CCOC(=O)c1c(NC(=O)CSc2nc(C)cc(C(F)(F)F)n2)sc2c1CCC(C)C2 (stereo not drawn) | -11
NS(=O)(=O)c1cc2c(cc1Cl)NC(CSCc1ccccc1)=NS2(=O)=O | 5
c1ccc(C(c2nnnn2C2CCCC2)N2CCCCCC2)nc1 (stereo not drawn) | -13
CCOc1ccc(NC(=O)COC(=O)c2cccnc2)cc1 | -17
CSc1nc2c(c(=O)[nH]1)C(c1cccc(O)c1)C1=C(CC(C)(C)CC1=O)N2 (stereo not drawn) | -1
c1ccc2c(-c3nnc4n3CCCCC4)c[nH]c2c1 | -3
CC(C)N1C(=S)SC2CS(=O)(=O)C=C21 (stereo not drawn) | -8
COc1ccc(C(=O)Nc2cc3ccccc3oc2=O)cc1OC | 8
CCOc1ccccc1-c1nc(-c2ccc(C)nc2OC)no1 | -9
Cc1ccccc1OCc1nc(-c2ccc(NC(=O)c3ccc4c(c3)OCO4)cc2)no1 | 2

Grouped by structure: the entries above containing a cyano group.
SMILES | 14-3-3 PPI
COCc1cc(C)nc(SCC(=O)Nc2cccc(C)c2)c1C#N | 3
CC(C)(C)NC(=O)CSc1nc(-c2cccs2)ccc1C#N | -10
N#CCSc1nc(NCc2ccc(Cl)cc2)c2ccccc2n1 | -4

Additional entries:
SMILES | 14-3-3 PPI
COc1ccc(-n2c(=S)[nH]c3cc(C(=O)NCc4ccccc4Cl)ccc3c2=O)cc1 | -11
Cc1ccc(NC(=O)c2cc3cc([N+](=O)[O-])ccc3oc2=O)cc1Cl | -2
CC1CC(C)CN(C(C(=O)Nc2ccc(C(C)C)cc2)c2ccc3c(c2)OCO3)C1 (stereo not drawn) | -11
Cc1ccc2c(c1)N(CC(=O)NCCN(C)C)C(=O)CO2 | -5
COc1ccc(Cl)cc1-n1cc(-c2ccccc2)nc1SCC(=O)Nc1ccc(F)cc1 | -4
Cc1ccc(-c2noc(-c3ccccc3)n2)cc1 | -4
COc1ccc(-n2nnc3c(=O)n(CC(=O)N4CCC(Cc5ccccc5)CC4)cnc32)cc1 | -5
O=C(O)CC(NS(=O)(=O)c1ccc(Br)cc1)c1ccc(F)cc1 (stereo not drawn) | 10
O=c1c2ccccc2nc(-c2ccco2)n1Cc1ccccc1 | -18
CC(=O)NCC(=O)NC(C(=O)Nc1ccc2c(c1)OCCO2)c1ccccc1 (stereo not drawn) | -6&-11
CCCCCC(=O)N1CC2(CC)CN(C(=O)CCCCC)CC(CC)(C1)C2=O | 5
CS(=O)(=O)N1CCN(c2ccc([N+](=O)[O-])c(NC3CC3)c2)CC1 | -1
O=S(=O)(NCc1cccnc1)c1ccc(Br)s1 | -5
Cc1ccc(OCC(O)Cn2c(NCCc3ccccc3)nc3c2c(=O)[nH]c(=O)n3C)cc1 (stereo not drawn) | 1
O=C(NC1CCCc2ccccc21)C1CCCN(S(=O)(=O)c2cccc3nonc23)C1 (stereo not drawn) | -119
COc1ccccc1Nc1ncc(C(=O)N2CC(C)CC(C)C2)c2ccccc12 (stereo not drawn) | -6
CN1CCN(C(=O)Cn2c(=S)[nH]c3ccccc3c2=O)CC1 | -5
O=C(NCc1cccnc1)C1CCCN(S(=O)(=O)c2ccc(Br)cc2)C1 (stereo not drawn) | -2
NC1=NC(=Nc2cccc(C(F)(F)F)c2)c2ccccc21 | -4
Cc1ccc2c(c1)sc1nc(-c3cc4cc(Cl)ccc4oc3=O)cn12 | -6
O=C(Nc1cc(Cl)ccc1O)c1cc(-c2ccc3c(c2)OCO3)on1 | -87
CCOc1cccc2c1OC1(C)CC2NC(=S)N1c1cc(Cl)ccc1OC (stereo not drawn) | 0
C=CCc1c(O)nc2n(c1=O)CCCS2 | 2
CCC(C)(C)n1nnnc1C(c1cc(OC)c(OC)c(OC)c1)N1CCN(c2ccccc2)CC1 (stereo not drawn) | -8
Cc1cc(C)nc(NC2=NCC(=O)N2c2ccccc2)n1 | 0
COc1cc(OC)cc(C2C(C#N)=C(N)Oc3n[nH]c(-c4cccnc4)c32)c1 (stereo not drawn) | 0
COc1cc2nc(C=Cc3ccccc3F)n(-c3ccc(C)c(F)c3)c(=O)c2cc1OC | 1
CCc1ccc(-n2cnc3cc(C(=O)N4CCOCC4)ccc32)cc1 | -204
COc1ccc(-c2c3c([nH]c(=S)c2C#N)CCC3)cc1 | 19
O=C(CC1NC2CCCCC2NC1=O)Nc1ccc2c(c1)OCO2 (stereo not drawn) | -3
CCOC(=O)C1(CCSC)NC(c2ccco2)C2C(=O)N(CC)C(=O)C21 (stereo not drawn) | -5
CC1C=CCC2C(=O)N(c3cccc(Cl)c3)C(=O)C12 (stereo not drawn) | -11
c1coc(CNC2CCCCCCC2)c1 | 7
Cc1ccc(Cn2cc(CCC(=O)NC3CCCCC3C)c3ccccc32)cc1 (stereo not drawn) | 4
O=C(CCN1C(=O)C2C3C=CC(C3)C2C1=O)Nc1c(F)cccc1F (stereo not drawn) | 0
O=C(c1ccc2c(=O)n(CCc3ccccc3)c(=O)[nH]c2c1)N1CCN(c2ccc([N+](=O)[O-])cc2)CC1 | 3
Cc1c(O)c2ccccc2oc1=O | 4
CS(=O)(=O)c1ccc2nc(NC(=O)C3CCCCC3)sc2c1 | -16
Cc1oc(C)c(C(=O)O)c1COc1ccc(C(=O)O)cc1 | 0
O=c1[nH]c(CSc2nnc(-c3ccncc3)n2Cc2ccco2)nc2ccccc12 | 0
O=C1c2ccccc2C(=O)c2c(Sc3ccccc3)cccc21 | -35
O=c1[nH]cc(NC2CCCCC2)c(=O)[nH]1 | 2
Cc1cccc(NC(=O)CNS(=O)(=O)c2cccs2)c1C | -11
Cc1ccc(S(=O)(=O)Nc2cc3c(C(=O)OC(C)C)c(C)oc3c3ccccc23)cc1[N+](=O)[O-] | -42
O=C(NCc1cccs1)c1ccc(N2CC3CC(C2)c2cccc(=O)n2C3)c(NC(=O)c2cccs2)c1 (stereo not drawn) | -5
COc1ccc(C2c3sc(=O)[nH]c3SC3C4CC(C5C(=O)N(CCC(=O)O)C(=O)C45)C23)cc1OC (stereo not drawn) | -4
CN1CCN(CCCNC(=O)C2CC(=O)N(C3CCCCC3)C2)CC1 (stereo not drawn) | 0&-3
Cc1cccc(Nc2nnc(-c3ccc(C)c(S(=O)(=O)N4CCOCC4)c3)c3ccccc23)c1 | -8
O=S1(=O)c2ccccc2Nc2ccc(Cl)cc21 | -2
Cc1ccccc1C(=O)Nc1sc2c(c1C(=O)N1CCC(C)CC1)CCC(C)C2 (stereo not drawn) | -2
O=C(O)CCCNc1cc(N2CCN(C(=O)c3ccco3)CC2)c2noc3c2c1C(=O)c1ccccc1-3 | -84
